# Compound activity from PubChem.
# rTrxR1 inhibitor = rat TrxR1 inhibition; Potency, µM (highest dose often 114 µM), without a hit: at the highest dose activity change, negative = inhibition, most hits filed as inhibitors; AID 588453; actives 1% (n = 390,000); O89049; recombinant rTrxR1, NADPH fluorescence consumption, selenite substrate; note: potency is the fitted concentration of half-maximal effect; % is set by controls: 0 for no effect and ±100 for the full control effect; nearly all actives have a fitted effect of over 65% in size
# Target sequence (O89049 whole entry, looked up): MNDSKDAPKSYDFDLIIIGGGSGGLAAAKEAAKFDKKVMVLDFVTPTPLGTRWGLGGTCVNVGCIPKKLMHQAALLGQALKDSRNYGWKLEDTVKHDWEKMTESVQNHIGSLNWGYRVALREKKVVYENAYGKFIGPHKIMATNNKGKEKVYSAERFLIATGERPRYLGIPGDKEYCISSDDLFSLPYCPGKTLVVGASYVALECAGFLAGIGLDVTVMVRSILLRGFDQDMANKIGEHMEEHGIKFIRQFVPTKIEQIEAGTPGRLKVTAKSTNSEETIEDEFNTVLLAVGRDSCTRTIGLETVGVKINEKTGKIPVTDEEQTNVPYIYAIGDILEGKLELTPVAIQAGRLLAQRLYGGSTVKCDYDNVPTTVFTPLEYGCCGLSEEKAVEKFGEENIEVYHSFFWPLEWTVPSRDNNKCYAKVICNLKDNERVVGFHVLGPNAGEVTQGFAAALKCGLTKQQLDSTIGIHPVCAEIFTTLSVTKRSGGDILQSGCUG
#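 Rat TrxR1 (90 nM in the dispensed reagent) was pre-reduced with 400 uM NADPH for 5 min at room temperature, then incubated with compound for 15 min. After 400 uM selenite was added, NADPH fluorescence (Ex 340/Em 450 nm) was followed for 8 min.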
# Vif-A3G inh = inhibitors of Vif-APOBEC3G interaction | Q9HC16 | HeLa A3G-eYFP + Vif (tagged APOBEC3G with the HIV-1 protein that degrades it), YFP fluorescence, overnight | Potency, µM (titrated, usually from 46.1 µM), without a hit: at the top dose activity, negative = active, most hits filed as inhibitors | actives 0.076% (n = 410,000);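 note: potency is the fitted concentration of half-maximal effect; % is set by controls: 0 for no effect and ±100 for the full control effect; nearly all actives have a fitted effect of over 60% in size; hits raise eYFP signal because A3G escapes Vif-driven loss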
# Target sequence (Q9HC16 whole entry, looked up): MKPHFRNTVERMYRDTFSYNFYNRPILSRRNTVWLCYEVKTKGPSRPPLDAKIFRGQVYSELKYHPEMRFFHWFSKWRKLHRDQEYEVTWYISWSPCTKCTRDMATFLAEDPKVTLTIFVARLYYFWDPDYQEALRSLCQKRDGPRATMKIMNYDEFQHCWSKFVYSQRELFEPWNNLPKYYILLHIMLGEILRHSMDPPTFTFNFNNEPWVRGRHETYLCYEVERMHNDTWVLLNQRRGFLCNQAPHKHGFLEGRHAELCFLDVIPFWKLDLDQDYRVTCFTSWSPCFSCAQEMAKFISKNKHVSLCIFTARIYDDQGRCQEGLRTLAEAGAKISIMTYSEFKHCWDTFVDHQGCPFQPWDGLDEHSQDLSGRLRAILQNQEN
#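 Read-out is eYFP fluorescence (Ex 488/Em 500-530) from Vif-expressing HeLa A3G-eYFP cells; more signal means A3G escaped Vif-mediated degradation. Cells plated overnight, compound pinned in, incubated overnight at 37 deg C.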
# IDH1 R132H inh = blocks human mutant IDH1 R132H enzyme; O75874; IDH1-R132H enzyme, NADPH consumption, diaphorase/resazurin fluorescence; Potency, µM (top dose mostly 76.6 µM), for inactives: at the top dose activity change, negative = inhibition, hits mostly inhibitors; actives 0.093% (n = 390,000); AID 602179; note: potency is the fitted concentration of half-maximal effect; % is set by controls: 0 for no effect and ±100 for the full control effect; nearly all actives have a fitted effect of over 65% in size
#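 IDH1-R132H (0.5 ug/mL) preincubated 30 min with compound, then NADPH (0.016 mM) and alpha-KG (2 mM) added; 80 min at RT, pH 7.5. Remaining NADPH coupled via diaphorase/resazurin to fluorescence (540/590 nm); concentration-response curves normalized to no-enzyme control.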
# LDHA inh = inhibitors of human lactate dehydrogenase A; actives 0.15% (n = 480,000); P00338; AID 1347041; activity change, % (values are at about 110 or 230 µM); purified LDHA, NADH/diaphorase-resazurin fluorescence; hits give low values; in the data active = activity change below about -30%; inconclusive = mostly about -25% to -30%;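 note: plate controls were DMSO wells for no effect and wells without enzyme for full effect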
#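 LDH5 2 nM; NADH 0.06 mM, pyruvate 0.2 mM; 200 mM Tris pH 7.4, EDTA, Tween-20; 5 min RT. Detection: diaphorase 0.133 mg/mL + resazurin 37 µM, fluorescence ex540/em590 at 0 and 20 min; normalized to enzyme-free and DMSO wells.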
# Glioma ERSR ind = inducers of ER stress response in human glioma cells; Potency, µM, for inactives: at the highest dose activation, hits mostly activators; actives 0.02% (n = 420,000); AID 602332; U87-MG GRP78 promoter luciferase reporter, 16 h; note: potency is the fitted concentration of half-maximal effect; series mostly up to about 76 µM; % of control where 0% means no effect; nearly all actives have a fitted effect of over 35% in size
#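 ERSR induction read as luciferase luminescence (Bright-Glo, 10 min at room temperature) in stably transfected human U87-MG glioma cells exposed to compounds for 16 h, using GRP78 as sensor.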
# USP1-UAF1 inh = blocks the human USP1/UAF1 deubiquitinase complex | O94782 | recombinant USP1/UAF1, Ub-Rhodamine cleavage fluorescence | Potency, µM (titrated, usually from 57.1 µM), without a hit: at the highest dose activity change, negative = inhibition, hits mostly inhibitors | actives 0.23% (n = 390,000) | AID 743255; note: potency is the fitted concentration of half-maximal effect; % is set by controls: 0 for no effect and ±100 for the full control effect; nearly all actives have a fitted effect of over 60% in size; inactives centre near -12
#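 In this screen, compounds sit with the deubiquitinase complex (1nM) for 15 min at room temperature before Ub-Rho is added at 150nM final. Fluorescence rise is then followed for 6 reads every 60 seconds.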
# Vif-A3F inh = blocks the Vif interaction with APOBEC3F | HeLa A3F-eYFP + Vif (tagged APOBEC3F with the HIV-1 protein that degrades it), YFP fluorescence increase | Potency, µM (highest dose often 46.1 µM), inactives show top-dose activity, negative = active | actives 0.2% (n = 390,000); note: potency is the fitted concentration of half-maximal effect; % of control where 0% means no effect; nearly all actives have a fitted effect of over 65% in size
#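 HeLa cells stably expressing Vif plus C-terminally eYFP-tagged A3F were seeded, incubated overnight at 37 deg C, dosed with compound, incubated overnight again at 37 deg C. Yellow fluorescence (Ex 488/Em 500-530) reported blocked Vif-mediated A3F-eYFP degradation.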
# RGS4 inhibitor = blocks human RGS4-accelerated GTP hydrolysis. Transcreener GDP fluorescence polarization, RGS4-accelerated GTP hydrolysis. Potency, µM (top dose mostly 114 µM), inactives show at the highest dose activity change, negative = inhibition, hits mostly inhibitors. actives 0.039% (n = 390,000); note: potency is the fitted concentration of half-maximal effect; % is set by controls: 0 for no effect and ±100 for the full control effect; nearly all actives have a fitted effect of over 75% in size; some results filed as inactive show a strong effect at the top dose
# Target sequence (P49798 whole entry, looked up): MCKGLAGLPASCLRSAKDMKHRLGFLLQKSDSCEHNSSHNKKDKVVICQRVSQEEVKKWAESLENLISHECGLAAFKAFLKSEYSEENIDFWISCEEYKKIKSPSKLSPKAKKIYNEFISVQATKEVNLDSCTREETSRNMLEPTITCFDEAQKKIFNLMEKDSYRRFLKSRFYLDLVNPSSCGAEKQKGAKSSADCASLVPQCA
#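 MLSMR compounds (23 nl, pin-transferred) preincubated 10 min at room temperature with a 500nM (2x) first reagent, then RGS4 at 900nM (2x) plus Transcreener GDP mix added; fluorescence polarization (620/688 nm) read before and after 90 min at 30 °C.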
# TrxR1 substrate = rat thioredoxin reductase 1 substrate activity. purified TrxR1 substrate turnover, NADPH consumption readout. Potency, µM (titrated, usually from 114 µM), for the others: top-dose activity change, negative = substrate turnover. actives 0.01% (n = 390,000). AID 588456; note: potency is the fitted concentration of half-maximal effect; % is set by controls: 0 for no effect and ±100 for the full control effect; nearly all actives have a fitted effect of over 50% in size
#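 Rat TrxR1, dispensed at 90 nM, was prereduced with 400 uM NADPH (final) for 5 min at ~22 deg C, then incubated with compound 15 min before 400 uM selenite. A first-read NADPH fluorescence drop versus no-compound background flagged substrates.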
# Active calls of the source: *; ? = inconclusive; / = no result given; & = joins results of further samples; [ ] = remark or other dose. Unless noted, calls come from the whole dose curve; as a rule, active = well fitted curve in the direction sought with a large enough effect; inconclusive = small, poorly fitted or top-dose-only effect, or another doubt; inactive = no such curve, though single readings can be large; an effect the other way counts as inactive or inconclusive. The list is partial (hit frequency here may not be typical).
SMILES,rTrxR1 inhibitor,Vif-A3G inh,IDH1 R132H inh,LDHA inh,Glioma ERSR ind,USP1-UAF1 inh,Vif-A3F inh,RGS4 inhibitor,TrxR1 substrate
Cc1ccc(S(=O)(=O)C2(C(=O)NCc3ccccc3Cl)CC2)cc1,12.9%,4.0%,-1.8%,-10.3,-1.5%,-19.0%,2.2%,-13.5%,2.1%
COC(=O)c1c(NC(=O)/C=C/C(=O)O)sc(Cc2ccccc2)c1C,-20.4%,-18.5%,5.8%,-17.1,6.0%,-9.8%,-8.7%,3.8%,-13.6%
CN(C(=O)CSc1nnc(-c2ccccc2)o1)c1c(N)n(Cc2ccccc2)c(=O)[nH]c1=O,14.5%[57.1 µM],1.2%,5.6%,-2.1,-5.3%,-16.6%,11.0%,-21.4%,-4.1%
O=C(NCc1ccc2c(c1)OCO2)C(=O)NC1CCCCC1,6.5%,1.5%,3.7%,-1.7,1.0%,-11.2%,/,?,-1.5%
O=C(NNC(=O)c1cccc2ccccc12)c1ccc(F)cc1,14.2%[57.1 µM],3.1%,7.0%,-3.8,1.8%,?,-1.8%,-6.3%,-2.6%[57.1 µM]
COc1ccc(-c2nnn(CC(=O)N(CC(=O)NC3CCCC3)c3ccccc3)n2)cc1OC,-4.6%,-0.5%,7.8%,-3.4,-1.5%,8.0%,-2.7%,?,3.2%[57.1 µM]
Cc1n[nH]c(=O)c2c(NC(=O)CSc3nncs3)oc(C)c12,?,0.0%,-1.0%,-0.1,-0.1%,-5.3%,4.3%,-29.4%,-10.5%
CCOc1ccccc1Nc1cc2n(c(=O)n1)CCc1cc(OC)c(OC)cc1-2,-5.9%,-7.1%,3.6%,-0.7,-0.2%,-7.4%,-3.3%,-20.2%,-5.9%
Cc1csc(SCC(=O)Nc2ccc3c(c2)OCCO3)n1,7.8%[57.1 µM],8.0%,8.7%,-4.6,6.1%,-7.0%,6.2%,-16.7%,-18.8%[57.1 µM]
c1ccc(COC(CN2CCCCCC2)CN2CCCCCC2)cc1,36.8%[activator],3.6%,4.7%,3.0,-3.0%,-19.7%,-12.1%,-7.1%,16.5%
CCOc1cccc2sc(NC(=O)c3ccc(S(=O)(=O)N4CCc5ccccc54)cc3)nc12,25.9%[57.1 µM],-4.5%,0.6%,-4.3,-1.7%,16.2%,4.7%,-7.9%,0.0%[57.1 µM]
COc1cc(/C=C2\SC(=O)N(Cc3ccc(F)cc3)C2=O)cc([N+](=O)[O-])c1O,-19.4%,-2.7%,19.0%,2.9,0.7%,-27.1%,-0.8%,-30.2%,-6.3%
COc1ccc(-n2c(SCC(=O)Nc3ccc(C(N)=O)cc3)nc3ccccc3c2=O)cc1OC,2.5%[57.1 µM],-11.6%,-6.9%,-8.1,-0.2%,0.2%,?,-30.1%,0.7%
N=C1C(c2nc3ccccc3s2)=C(O)CN1NC(=O)c1c[nH]c2ccccc12,13.5%,3.9%,11.6%,-6.4,-3.1%,-24.9%,7.3%,?,3.7%
Cc1cccc(NC(=S)NNC(=O)c2csc(C)c2)c1,-9.9%,0.4%,-0.8%,-11.3,2.7%,4.4%,-2.3%,-12.2%,12.4%[57.1 µM]
CC(=O)c1c(C)n([O-])c2ccc(C)cc2[n+]1=O,-10.0%,-4.3%,-8.5%,5.0&12.2,3.6%,1.0%,?,8.3%,6.6%
COCCn1c(C)cc(O)c(C(c2ccccc2)N2CCC(C)CC2)c1=O (stereo not given),-21.5%[57.1 µM],-3.2%,14.2%,-4.1,-4.2%,?,-3.4%,-12.3%,2.8%[57.1 µM]
O=C1CC(c2ccc3ccccc3c2)NN1 (stereo not given),?,-7.4%,-12.9%,1.2,-4.9%,?,3.4%,-18.7%,2.5%
Cc1cccc(C(=O)NCC(c2cccs2)S(=O)(=O)c2cccs2)c1 (stereo not given),5.6%[57.1 µM],3.6%,16.9%,2.5,0.2%,?,-5.4%,0.2%,-0.5%[57.1 µM]
CCOc1ccc2nc(Cl)c(C3CC(c4ccc(C)cc4)=NN3C(=O)CCCC(=O)O)cc2c1 (stereo not given),-28.0%,2.3%,3.3%,-1.8,-3.5%,-21.5%,1.2%,?,-0.6%
CCc1ccc(NC(=O)c2sc3nc4c(cc3c2N)CN(CC)CC4)cc1,25.5%,2.7%,0.7%,5.1,-0.6%,?,0.0%,4.7%,-2.2%
O=[N+]([O-])c1ccccc1S(=O)(=O)N1CCCc2ccccc21,7.6%,2.8%,3.2%,0.5,1.8%,-24.6%,2.6%,21.1%,-2.7%
O=C(c1ccc(S(=O)(=O)c2ccccc2Cl)c([N+](=O)[O-])c1)N1CCN(Cc2ccccc2)CC1,?,-20.8%,1.6%,2.3,-0.8%,-17.9%,-2.2%,-25.7%,-3.1%
CC1CC(C)CN(C(=O)CCNC(=O)c2ccccc2Cl)C1 (stereo not given),12.8%,-2.3%,7.0%,-1.4,0.9%,-5.1%,-2.8%,14.4%,5.5%
O=C(O)CCN1C(=O)NC2(CCCC2)C1=O,-9.5%,-3.1%,9.7%,-9.5,-4.1%,-12.6%,/,10.6%,-9.6%
CC(=O)N(C)Cc1ccc(C(=O)CCl)cc1,18.3%[57.1 µM],-0.1%,-2.2%,-2.2,3.8%,-11.4%,9.3%,5.7%,7.3%[57.1 µM]
CCCCC(=O)Nc1nc(-c2ccc(S(=O)(=O)N3CCOCC3)cc2)cs1,34.5%,-0.4%,-2.9%,-0.3,-0.3%,-22.3%,2.7%,7.1%,43.4%[activator]
CC(CNC(=O)CCn1ccc2cc(S(=O)(=O)N3CCCC3)ccc21)c1ccccc1 (stereo not given),12.0%,-5.1%,0.0%,2.0,-1.2%,-17.3%,1.2%,-3.4%[11.4 µM],8.9%
COc1ccccc1CNC(=O)CSc1nc(-c2ccc(OC)c(OC)c2)cc(C(F)(F)F)n1,21.7%,-7.1%,1.9%,-6.6,-3.9%,2.7%,0.0%,5.9%,58.6%[activator]
COc1ccc(CCC2CCNCC2)cc1,2.9%,-0.1%,-6.0%,-8.9,-2.7%,-4.0%,5.2%,-4.8%,-0.1%
O=C(O)CSc1c2c(nc3cc(C(=O)Nc4ccc(F)c(Cl)c4)ccc13)CCC2,-2.9%,3.7%,17.0%,-23.3,-4.2%,-7.3%,0.8%,-0.3%,-3.3%
CN(C(=O)CCS(=O)(=O)c1cc2c(cc1Cl)NC(=O)CO2)C1CCCCC1,17.7%[57.1 µM],-1.3%&4.1%,8.9%&-10.5%,3.0&-0.3,-4.6%&-3.0%,-19.3%&-16.9%,-0.8%&-2.2%,-37.0%&13.0%,-4.3%[57.1 µM]
COc1cc(SC)ccc1C(=O)Nc1cccc(S(=O)(=O)NC2=NCCCCC2)c1,0.1%,-1.1%,4.2%,-8.8,-1.6%,-10.3%,-6.7%,9.8%,-9.2%
COc1ccc(NC(=O)C(=O)NCCO)cc1Cl,-0.4%,?,3.4%,-2.4,7.1%,-17.9%,3.0%,-6.1%,-4.8%
COc1ccc(-c2csc(/C=C/c3ccc4c(c3)OCO4)n2)cc1OC,-1.3%,0.3%,3.4%,-5.2,-2.8%,-3.6%,-23.6%,8.1%,4.4%
COc1ccc(C2C(=O)c3ccccc3C2=O)cc1OC,-5.9%,-6.5%,3.5%,-1.3,3.9%,-21.7%,-1.6%,0.0%,-5.7%
O=C(Cc1ccc([N+](=O)[O-])cc1)NCc1ccncc1,13.1%[57.1 µM],-0.6%,-4.4%,-5.5,-4.9%,-18.3%,2.2%,-20.4%,10.1%[57.1 µM]
CCn1nc(-c2ccc(C)cc2)nc2c(=O)n(C)c(=O)nc1-2,?,-14.7%,/,24.3,-10.4%,/,/,-31.7%,50.1µM*
c1ccc(-c2cn(C[C@H]3CC[C@@H]([C@@H]4CC[C@H](Cn5cc(-c6ccccc6)nn5)O4)O3)nn2)cc1,-5.3%,0.7%,18.6%,-1.4,-6.1%,?,-3.4%,-9.7%,-0.7%
CC(=O)N(CCc1ccccc1)Cc1cc2ccc(C)c(C)c2[nH]c1=O,17.7%[57.1 µM],-6.2%,7.3%,0.1,-3.6%,-13.3%,1.6%,-1.4%,-1.0%[57.1 µM]
O=C(NCc1cccs1)C1CC(O)CN1C(=O)Nc1ccccc1 (stereo not given),?,-0.1%,-5.8%,-8.1,-3.2%,-5.8%,-22.3%,-4.9%,-16.6%
COc1ccc(OC)c(N=CC2=C(O)CC(C)(C)CC2=O)c1,-14.7%,-5.8%,1.2%,8.9,2.1%,5.3%,-13.5%,-26.8%,-7.1%
CCN(C(=O)COC(=O)C1CCN(S(=O)(=O)c2ccc3c(c2)OCCO3)CC1)C1CCCCC1,4.3%,-3.3%,-4.1%,-5.6,-3.1%,-24.3%,-29.2%,11.7%,-1.8%
Cc1ccc(CNC(=O)C(CCC(N)=O)NC(=O)OCc2ccccc2)cc1 (stereo not given),-3.4%,-1.6%,0.8%,-7.6,3.4%,-19.9%,-5.7%,16.9%,-8.6%
